High-throughput results as filed in PubChem.
CHRM5 antagonist: CHRM5 antagonism in calcium assay. inhibition, % at 3 µM. AID 624040. P08912. CHO-hM5 cells, Fluo-8 calcium fluorescence, ACh EC80. hit rate 0.59% among 360,000;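 active means inhibition above a per-plate cutoff, the mean of that plate's test compounds plus 3 SD, cut at about 27% in these data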;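 further: 0% = acetylcholine EC80 with DMSO and 100% = DMSO without agonist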
M5 ag: CHRM5 agonism in calcium assay; CHO-K1 hM5 cells, Fluo-8 calcium fluorescence; 0% DMSO wells, 100% maximal acetylcholine response; activation, % at 3 µM; hit rate 0.19% among 360,000;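 active means activation above the run's mean over test compounds plus 3 SD, cut at about 23% in these data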;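 further: signal is peak over basal fluorescence ratio across the kinetic read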
CHRM4 agonist: agonists of human muscarinic M4 receptor (CHRM4); hit rate 0.14% among 360,000; activation, % at 3 µM; CHO-K1 hM4/Gqi5, Fluo-8 calcium fluorescence; vehicle 0%, full acetylcholine response 100%;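 active means activation above the run mean over all test wells plus 3 SD, cut at about 32% in these data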;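 further: peak over basal fluorescence ratio per well then scaled between controls; 0% = DMSO wells and 100% = acetylcholine at EC100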
Target sequence (P08173 whole entry, looked up): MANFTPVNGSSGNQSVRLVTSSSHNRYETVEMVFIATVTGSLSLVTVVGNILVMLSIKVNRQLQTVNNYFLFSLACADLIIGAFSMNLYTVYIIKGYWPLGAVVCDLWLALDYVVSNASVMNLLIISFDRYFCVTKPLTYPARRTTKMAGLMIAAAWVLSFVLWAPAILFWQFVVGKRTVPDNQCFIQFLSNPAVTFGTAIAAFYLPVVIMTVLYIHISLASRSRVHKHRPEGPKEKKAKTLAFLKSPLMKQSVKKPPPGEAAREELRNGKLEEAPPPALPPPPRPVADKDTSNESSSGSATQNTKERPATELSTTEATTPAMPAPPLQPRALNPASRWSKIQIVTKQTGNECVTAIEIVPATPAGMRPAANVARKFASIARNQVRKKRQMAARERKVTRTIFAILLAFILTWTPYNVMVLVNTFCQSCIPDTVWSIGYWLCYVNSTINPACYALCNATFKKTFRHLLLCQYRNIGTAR
M1 antag: blocks human M1 muscarinic receptor; P11229; CHO-K1 hM1, Fluo-8 calcium fluorescence, ACh EC80 antagonist; inhibition, % at 3 µM; hit rate 1.3% among 360,000; AID 588852;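 active means percent inhibition above its own plate's cutoff, namely the mean of that plate's compound wells plus 3 SD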;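 further: peak over basal fluorescence ratio during 140 s after agonist addition; 0% = ACh EC80 plus DMSO and 100% = DMSO alone without agonist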
CHRM1 PAM: positive allosteric modulators of human M1 muscarinic receptor; P11229; CHO-K1 hM1, Fluo-8 calcium fluorescence, ACh EC20; 0% = ACh EC20, 100% = maximal ACh; activation, % at 3 µM; hit rate 0.088% among 360,000; in the data active means activation above about 19%, passing the limit was not always enough
CHRM1 agonist: human M1 muscarinic receptor agonism | P11229 | CHO-K1 hM1, Fluo-8 calcium fluorescence, agonist mode; 0% DMSO, 100% acetylcholine EC100 | activation, % at 3 µM | hit rate 0.33% among 360,000 | AID 588814;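 active means activation above the run's mean compound activation plus 3 SD, cut at about 16% in these data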;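 further: peak over basal fluorescence ratio within a 140 s kinetic read after compound addition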
TAAR1 agonist: human TAAR1 agonism; hit rate 0.99% among 360,000; AID 624467; CHO RD-HGA16 TAAR1, Fluo-8 calcium fluorescence; vehicle wells 0%, saturating PEA agonist 100%; Q96RJ0; activation, % at 3 µM;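 active means activation above the mean activation of all test compounds in the run plus 3 SD, cut at about 38% in these data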
Target sequence (Q96RJ0 whole entry, looked up): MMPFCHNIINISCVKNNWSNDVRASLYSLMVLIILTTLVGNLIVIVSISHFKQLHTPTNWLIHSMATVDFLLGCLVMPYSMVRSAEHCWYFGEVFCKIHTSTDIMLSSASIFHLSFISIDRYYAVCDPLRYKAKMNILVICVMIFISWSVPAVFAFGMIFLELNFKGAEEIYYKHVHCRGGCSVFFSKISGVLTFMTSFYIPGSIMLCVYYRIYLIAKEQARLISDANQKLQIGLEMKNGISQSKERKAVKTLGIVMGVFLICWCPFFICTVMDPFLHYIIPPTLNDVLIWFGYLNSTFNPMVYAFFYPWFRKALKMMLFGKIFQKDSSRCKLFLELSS
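Assay system – CHO-derived RD-HGA16 cells with stable Gα16 and human TAAR1 · Compound dosing – one-point dosing at 3 µM (nominal) · Incubation – 17-24 h seeding, 75 min 37 °C dye, 30 min RT · Measured by – kinetic Fluo-8 calcium fluorescence · Control set – DMSO vehicle as 0%, PEA at EC100 as 100% · Repeats – single well for each compound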
M4 antag: antagonists of human muscarinic M4 receptor (CHRM4) | P08173 | CHO-hM4 cells, ACh EC80, Fluo-8 calcium fluorescence | inhibition, % at 3 µM | hit rate 0.73% among 360,000;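 active means inhibition above its plate's cutoff, the mean inhibition of sample wells plus 3 SD, cut at about 27% in these data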;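 further: 0% = acetylcholine EC80 with DMSO and 100% = DMSO without agonist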
M5 PAM: positive allosteric modulators of human muscarinic M5 receptor | P08912 | hit rate 0.3% among 360,000 | CHO-K1 hM5, Fluo-8 calcium, ACh EC20 PAM; 0% = ACh EC20, 100% = ACh EC100 | activation, % at 3 µM;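 active means activation above the run cutoff, the mean activation of all test compounds plus 3 SD, cut at about 18% in these data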
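System: CHO-K1 cell line with stable human muscarinic M5 receptor expression | Also added: EC20 acetylcholine as agonist stimulus | Compound: One concentration, 3 µM final (nominal) | Timing: Fluo-8 loading 80 min at 37 °C plus 30 min room temperature | Measured by: Fluo-8 calcium dye fluorescence, kinetic read | Read-out basis: % activation, ACh-normalized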
* marks the source's active call; other numbers are inactive results; nt = not tested or not shown.

SMILES	CHRM5 antagonist	M5 ag	CHRM4 agonist	M1 antag	CHRM1 PAM	CHRM1 agonist	TAAR1 agonist	M4 antag	M5 PAM
O=S(=O)(NCCc1ccccn1)c1cccs1	-8.4	-5.6	1.6	-11.1	7.5	-4.1	8.1	-1.5	4.2
CC1(c2nnc(-c3ccc(F)cc3)o2)CC(c2c(Cl)cccc2Cl)=NO1 (centres undefined)	5.8	-2.6	10.0	9.7	-5.0	-5.0	5.2	-1.3	-20.2
O=C1CC2c3ccccc3C1C1C(=O)N(Cc3ccccc3)C(=O)C21 (centres undefined)	1.9	1.2	0.3	-0.8	1.0	-3.8	3.9	-2.9	2.4
O=C(O)CSc1nnc(-c2cccc(S(=O)(=O)N3CCOCC3)c2)n1-c1ccc(F)cc1	6.0	0.7	-0.1	-0.5	5.2	-3.5	0.8	-2.8	1.8
CCCCn1c(NCc2ccc(OC)cc2O)nc2ccccc21	4.1	-0.7	10.1	-1.8	-5.2	-0.6	0.5	-5.3	-5.7
CCC1SC2=NCCN2C1(O)c1ccc(Cl)cc1 (centres undefined)	0.7	-10.8	1.3	4.6	-2.8	-7.2	10.2	8.1	-2.7
O=C(COC(=O)c1ccc2c(c1)S(=O)(=O)N=C1CCCCCN12)NCc1cccs1	-6.0	-3.3	5.0	-14.3	6.1	-6.0	-0.6	-8.6	6.3
CCCCn1c(=O)[nH]c(=O)c2c1nc(-c1ccsc1)n2Cc1ccccc1	-7.5	-4.5	0.3	-9.6	2.5	-1.6	19.8	7.9	0.6
O=C(NNc1ccc([N+](=O)[O-])cc1)C1CC2CCCC(C1)C2=O (centres undefined)	4.5	-4.2	-0.8	-2.4	3.1	-3.7	2.8	0.0	1.1
COc1ccc(C2(C)NC(=O)N(CC(=O)Nc3c(C)n(C)n(-c4ccccc4)c3=O)C2=O)cc1 (centres undefined)	1.5	1.9	0.3	-10.9	5.4	-1.9	2.7	-27.1	-0.9
C[N+]1([O-])[C@@H]2Cc3cc4c(cc3[C@@H]1Cc1cc3c(cc12)OCO3)OCO4 (some centres undefined)	8.3	-0.3	0.0	-2.9	6.5	-2.2	3.6	-7.7	-2.1
O=C(NCc1ccncc1)c1cc(S(=O)(=O)N2CCOCC2)c(Cl)cc1Cl	1.1	1.9	1.9	-4.0	6.0	-6.1	5.2	0.5	9.3
C=CCn1c(-c2ccoc2C)n[nH]c1=S	-7.6	-0.1	-0.1	13.3	-5.3	-4.1	-0.4	-0.5	3.3
Cc1ccnc(NS(=O)(=O)c2ccc(NC(=O)c3ccc(S(=O)(=O)N4CC(C)OC(C)C4)cc3)cc2)n1 (centres undefined)	-7.0	-3.7	0.5	-5.1	10.4	-6.7	1.1	-6.1	4.8
c1ccc(Nc2nc(N3CCOCC3)nc(N3CCOCC3)n2)cc1	16.9	-2.5	0.7	-10.9	7.9	-2.3	7.5	3.2	5.3
Nc1nnc(CC(=O)N/N=C\c2ccc(-c3cccc(Cl)c3)o2)s1	2.6	-5.7	1.2	-12.8	6.8	-4.0	0.2	-0.2	-2.6
Cc1ccccc1NC(=S)NNc1ncc(C(F)(F)F)cc1Cl	-1.0	3.2	4.3	-9.7	7.1	0.9	11.4	4.3	6.0
COc1cccc(C(C)N(C)Cc2nc(COc3ccccc3)no2)c1 (centres undefined)	-4.8	-1.4	0.6	-9.0	8.6	-4.3	6.0	-3.1	1.4
Cc1ccccc1NC(=O)c1ccc2c(c1)OCCO2	-0.8	-3.5	0.7	3.5	-0.9	-2.0	4.0	14.8	0.3
CCC/C(O)=C1\C(=O)CCCC1=NCCCCCC(=O)O	3.7	0.0	0.9	-7.1	4.8	-1.3	2.2	0.5	-0.3
C[C@H](NC(=O)NCc1cccs1)C(=O)O	-2.0	2.0	0.8	-2.0	-4.5	-3.4	2.1	-0.1	5.9
CC(=O)Nc1cccc(-c2csc(NCc3ccccc3)n2)c1	-1.9	-3.0	1.7	-0.6	3.2	-0.3	0.9	-0.2	-3.7
CCC(C)(C(=O)NC1CCCCC1)N(CC1CCCO1)C(=O)CNC(=O)c1ccccc1 (centres undefined)	1.9	-1.5	0.6	9.9	5.2	-1.2	0.4	-2.5	-1.4
CC(SCc1ccccc1)C(=O)Nc1ccccc1Br (centres undefined)	-1.7	-0.8	-1.4	-17.3	6.6	-1.4	-1.1	-12.8	-0.3
CC(=O)Nc1ccc(NC(=O)c2ccc(NS(=O)(=O)c3cc(C(C)(C)C)ccc3C)cc2)cc1	-6.7	-3.8	0.6	-2.2	4.6	-5.5	2.7	-17.3	-3.1
CCOc1cc(C2NC(=O)NC2=O)ccc1O (centres undefined)	7.4	-1.3	0.1	-9.2	5.3	-2.2	0.8	1.7	-0.9
O=C(c1nc[nH]c1C(=O)N1CCN(c2ccccc2)CC1)N1CCN(c2ccccc2)CC1	-3.7	3.3	1.5	-2.0	5.4	-0.9	0.1	-5.5	0.7
COc1ccc(N2CCN(C(=O)CN3C(=O)COc4ccccc43)CC2)cc1	6.1	0.1	3.0	6.8	-0.5	-1.0	1.7	-0.6	-3.3
N#CCC(=O)NNc1c([N+](=O)[O-])cc(C(F)(F)F)cc1[N+](=O)[O-]	-12.1	5.2	-0.3	-4.1	0.5	-2.7	8.6	15.1	7.6
CCCNC(=S)Nc1c(C)n(C)n(-c2ccccc2)c1=O	4.9	-2.0	1.3	-5.2	9.2	-1.8	1.9	-6.2	-2.6
CCOC(=O)N1CCN(C(=O)CN(c2ccc3c(c2)OCO3)S(C)(=O)=O)CC1	-15.0	0.7	3.5	-14.7	12.5	2.0	2.5	-1.1	2.7
COc1ccc(S(=O)(=O)NC(CCSC)C(=O)NC2CCCCC2)cc1 (centres undefined)	1.1	1.8	2.4	-13.9	14.2	-1.6	0.8	-16.5	12.1
COc1cccc(C(=O)OCC(=O)c2ccc(Br)s2)c1OC	2.7	0.2	6.0	-8.2	5.2	-0.9	-0.3	-6.6	-3.0
Cc1cccc2cc3c(N)c(C(=O)N4CCOCC4)sc3nc12	-2.5	-6.6	1.1	-12.8	7.6	-2.3	8.8	-0.1	-0.5
COc1ccc(C2=NS(=O)(=O)N(C)C(C(=O)NCc3ccc4c(c3)OCO4)=C2)cc1	3.3	3.9	8.1	-3.1	-0.7	1.4	3.2	-8.5	-4.4
CCC1(C)NC(=O)N(/N=C/c2cc(OC)c(O)c(OC)c2)C1=O (centres undefined)	4.5	-5.5	1.5	-13.4	7.2	-2.2	5.9	-21.3	-5.6
Cc1noc(C)c1CCC(=O)NC1CCCN(Cc2ccc(Cl)cc2)C1 (centres undefined)	6.9	-5.2	0.3	36.3*	-15.9	-7.6	1.0	12.1	-15.5
COc1ccc(-c2[nH]ncc2CN(C)Cc2cnccn2)c(OC)c1	-0.4	8.0	1.4	-12.9	13.4	-1.3	1.1	-8.0	4.2
COc1ccc(OCC(=O)N2N=C(C(F)F)CC2(O)C(F)F)cc1 (centres undefined)	0.9	-0.3	1.2	-7.0	6.1	-4.9	0.0	-4.5	2.1
Cc1ccc(CSc2nnc(CNc3ccc(F)cc3)o2)cc1	-5.4	-7.3	1.1	-2.2	6.5	-9.5	8.1	0.7	-5.4
COc1ccc(-c2coc3cc(OC)cc(OC)c3c2=O)cc1	8.1	1.5	1.8	-11.2	5.0	-1.0	-0.6	-5.1	-6.6
Cn1nc(C(C)(C)C)cc1NC(=O)C1(C)CCN1C(=O)c1ccccc1CCc1ccccc1 (centres undefined)	0.7	-1.3	0.9	-3.7	-4.4	-5.2	-1.9	-18.4	-3.4
CC(C)(C)c1cc(NC(=O)NN2CCOCC2)nn1-c1c(Cl)cc(Cl)cc1Cl	6.4	-3.1	0.6	-4.5	1.7	-5.5	nt	2.8	3.6
CCCCn1c(-c2ccc([N+](=O)[O-])cc2)n[nH]c1=S	46.0*	-7.3	0.7	97.6*	-21.9	-5.9	5.1	95.4*	-20.5
COc1cccc(C(=O)NNC(=O)c2ccccc2Br)c1	-0.4	2.2	0.5	-21.2	15.1	0.8	8.3	-6.1	3.2

Profiles, looked up by structure:
Record of C=CCn1c(-c2ccoc2C)n[nH]c1=S → CHRM5 antagonist = -7.6; M5 ag = -0.1; CHRM4 agonist = -0.1; M1 antag = 13.3; CHRM1 PAM = -5.3; CHRM1 agonist = -4.1; TAAR1 agonist = -0.4; M4 antag = -0.5; M5 PAM = 3.3
Record of COc1cccc(C(=O)NNC(=O)c2ccccc2Br)c1 → CHRM5 antagonist = -0.4; M5 ag = 2.2; CHRM4 agonist = 0.5; M1 antag = -21.2; CHRM1 PAM = 15.1; CHRM1 agonist = 0.8; TAAR1 agonist = 8.3; M4 antag = -6.1; M5 PAM = 3.2
Record of C[C@H](NC(=O)NCc1cccs1)C(=O)O → CHRM5 antagonist = -2.0; M5 ag = 2.0; CHRM4 agonist = 0.8; M1 antag = -2.0; CHRM1 PAM = -4.5; CHRM1 agonist = -3.4; TAAR1 agonist = 2.1; M4 antag = -0.1; M5 PAM = 5.9

(listing goes on)
SMILES	CHRM5 antagonist	M5 ag	CHRM4 agonist	M1 antag	CHRM1 PAM	CHRM1 agonist	TAAR1 agonist	M4 antag	M5 PAM
OCc1nc2c(ccc3ccccc32)[nH]1	2.7	-2.8	2.2	-16.9	9.3	0.0	10.1	-14.8	-2.3
Cc1cc(C(=O)CSc2ccc(Cl)cc2)cc(C)c1OC(=S)N(C)C	10.9	-4.7	2.8	7.6	-3.3	-0.6	5.2	-4.6	-14.8
Cc1cc(C)nc(N2CCC(C(=O)NCc3ccco3)CC2)n1	0.7	-1.6	0.5	0.1	5.5	-6.1	9.2	-2.0	-1.1
Cc1cc(=O)oc2cc(NC(=O)Cc3ccccc3[N+](=O)[O-])ccc12	-8.5	6.1	0.9	-6.5	-0.2	-3.1	-0.3	1.5	1.7
COc1ccc(C(=O)NNC2CC(=O)N(Cc3ccc(Cl)cc3)C2=O)cc1OC (centres undefined)	5.6	-1.7	0.9	-1.6	1.7	-4.0	6.9	1.7	-1.6
COc1cc(/C(C)=N/NC(=O)CSc2nncn2C)ccc1OCc1ccccc1Cl	1.9	-2.2	0.3	-9.1	9.8	-0.6	1.0	8.6	-0.7
O=C(COC(=O)c1cccc(OC(F)F)c1)Nc1ncccn1	15.6	-1.3	0.7	-19.6	16.4	1.8	5.5	-6.2	-2.3
Cn1cccc1-c1nc2ccccc2n1Cc1ccccc1	-0.3	-9.9	-2.4	-3.0	-10.4	-6.6	13.9	-0.7	1.0
Cc1ccc(OCc2cc(C(=O)N3CCN(C4CCCC4)CC3)no2)cc1C	19.4	-4.1	6.4	-0.1	-1.8	-2.9	0.2	-7.0	-7.7
CCS(=O)(=O)c1ncc(Cl)c(C(=O)Nc2ccc(S(=O)(=O)N3CCCC(C)C3)cc2)n1 (centres undefined)	-14.7	-5.8	1.2	-11.5	3.4	-6.5	3.5	2.3	3.8
O=c1ccn(-c2cccc(C(F)(F)F)c2)nc1-c1ccn(-c2ccccc2F)n1	-0.5	-3.8	4.0	-11.0	5.1	-3.9	-0.5	-1.9	0.0

Some of the compounds tested; the hit share may differ from the screen's.
